# LEDGF integ inh: blocks HIV-1 LEDGF/p75-dependent DNA integration; TR-FRET IN-LEDGF/p75 DNA integration, Eu/Cy5; inhibition, % at 3.7 µM; 0.64% of 370,000 active; AID 743269;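 active = inhibition above the screen-wide mean plus 3 SD, cut at about 13% in these data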;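 also: signal is the Cy5 over europium emission ratio at 671 and 618 nm; 0% = plate median of compound wells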
# PRMT1 FP inh: PRMT1 (human) inhibition, primary screen; Q99873; recombinant PRMT1, activity-based probe fluorescence polarization; inhibition, % at 2.79 µM; 1.3% of 370,000 active;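 active = inhibition above about 21% made by adding two undisclosed values, limit read from the data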
# Target sequence (Q99873 whole entry, looked up): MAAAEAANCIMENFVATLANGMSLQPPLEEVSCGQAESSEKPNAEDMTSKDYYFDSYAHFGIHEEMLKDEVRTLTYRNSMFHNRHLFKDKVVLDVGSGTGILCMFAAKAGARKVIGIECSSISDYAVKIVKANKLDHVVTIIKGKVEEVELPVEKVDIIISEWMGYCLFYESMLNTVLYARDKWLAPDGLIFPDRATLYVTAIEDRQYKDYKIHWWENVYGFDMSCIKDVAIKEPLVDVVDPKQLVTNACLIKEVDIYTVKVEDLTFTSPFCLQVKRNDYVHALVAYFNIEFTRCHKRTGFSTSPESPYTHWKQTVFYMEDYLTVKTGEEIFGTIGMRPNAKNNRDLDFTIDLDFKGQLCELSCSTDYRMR
# SIAE primary: inhibitors of human sialic acid acetylesterase SIAE. Q9HAT2. SIAE FP-Rh probe binding, fluorescence polarization. inhibition, % at 9.66 µM. 0.69% of 370,000 active. AID 1053197;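 active = inhibition above a cutoff: mean of compounds within the control limits plus 3 SD of those, cut at about 17% in these data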;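 also: 0% = plate median of compound wells and 100% = probe without SIAE protein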
# mABHD4 FP: inhibits mouse alpha/beta hydrolase domain 4 | inhibition, % at 8.92 µM | Q8VD66 | AID 720543 | 0.54% of 370,000 active | purified mABHD4, FP-Rh probe fluorescence polarization;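 active = inhibition exceeding the mean over every tested compound plus 3 SD, cut at about 30% in these data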;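 also: 0% = plate median of compound wells and 100% = S159A mutant with DMSO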
#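 Assay system: mouse ABHD4 enzyme, wild type / Also added: fluorescent activity-based probe FP-Rh / Doses: single nominal dose of 8.92 µM, 0.89% DMSO final / Timing: 45 min compound pre-incubation plus 60 min probe step, 25 °C / Signal: FP readout, ex 525 nm / em 598 nm / Control set: S159A mutant/DMSO as 100%, compound-well median as 0%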
# Rev-erbA mod: modulators of human Rev-erb alpha DNA binding. Rev-erbα–FITC-DNA binding, fluorescence polarization, 90 min. activity, % at 10 µM. 0.79% of 370,000 active. AID 1259318;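 active = activity above about 14%, limit read from the data; passing the limit was not always enough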;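 also: 0% = DMSO wells with 35 nM protein and 100% = DMSO wells with 750 nM protein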
# TCR-CD3 inh: inhibitors of human TCR-CD3 interaction. 0.37% of 360,000 active. inhibition, % at 9.4 µM. TAMRA-labeled TCR probe fluorescence, biochemical; in the data active = inhibition above about 19%;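 also: recombinant mutant TCR 2C K166C tagged with TAMRA read by polarization; 0% = receptor in buffer alone and 100% = receptor with positive control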
# PG9 binder: binds the HIV-1 gp120 antibody PG9 | TR-FRET gp120-PG9 antibody binding | inhibition, % at 6.7 µM | 0.43% of 360,000 active | AID 624416; in the data active = inhibition above about 8.5%
# HTRA1 inh: inhibitors of human serine peptidase HTRA1 | Q92743 | recombinant HTRA1, FP-rhodamine activity-based probe, fluorescence polarization | inhibition, % at 5.96 µM | 0.5% of 340,000 active | AID 504803; in the data active = inhibition above about 36%;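 also: 0% = enzyme with DMSO and 100% = wells lacking enzyme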
# rCAG RNA binder: r(CAG) repeat RNA binding. inhibition, % at 3 µM. TO-PRO-1 dye displacement fluorescence. 1.3% of 370,000 active;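 active = inhibition above the plate cutoff, the mean of all test compounds on that plate plus 3 SD, cut at about 35% in these data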;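 also: 0% = DMSO alone and 100% = 100 µM mitoxantrone as full dye displacement; higher means more dye released from RNA so lower well fluorescence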
# TDP2 absorb: TDP2 (human) inhibition, absorbance primary screen. 0.34% of 370,000 active. recombinant TDP2, T5PNP hydrolysis, p-nitrophenol absorbance 415 nm. inhibition, % at 12.8 µM. AID 720702;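 active = inhibition above the mean of all tested compounds plus 3 SD, set per campaign, cut at about 25% in these data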;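 also: 0% = DMSO with enzyme and 100% = buffer with substrate but no TDP2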
# Target sequence (O95551 whole entry, looked up): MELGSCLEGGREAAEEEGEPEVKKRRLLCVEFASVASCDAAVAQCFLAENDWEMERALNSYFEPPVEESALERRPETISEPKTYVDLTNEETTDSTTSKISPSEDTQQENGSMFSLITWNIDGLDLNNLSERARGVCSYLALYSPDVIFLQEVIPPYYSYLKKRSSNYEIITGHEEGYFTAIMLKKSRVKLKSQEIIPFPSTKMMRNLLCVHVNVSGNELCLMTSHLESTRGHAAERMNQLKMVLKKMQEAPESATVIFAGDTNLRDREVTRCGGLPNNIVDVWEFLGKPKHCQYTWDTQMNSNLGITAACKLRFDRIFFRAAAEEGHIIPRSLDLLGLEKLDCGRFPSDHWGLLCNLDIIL
#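 Test system: Human TDP2 enzyme | Reagent: 5 mM T5PNP | Compound dosing: 12.8 µM single point, 1% DMSO | Incubation: Enzyme reaction with compound for 2 h at 37 °C | Technique: p-Nitrophenol epi absorbance | Read-out: % inhibition relative to enzyme-containing and enzyme-free wells | Benchmarks: High control without enzyme, low control DMSO plus TDP2 | Replicates: Singlicate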
# Starred values were filed as active, the others as inactive; / = not tested or not shown.
structure	LEDGF integ inh	PRMT1 FP inh	SIAE primary	mABHD4 FP	Rev-erbA mod	TCR-CD3 inh	PG9 binder	HTRA1 inh	rCAG RNA binder	TDP2 absorb
CC(C)CSCC1OC(n2cnc3c(N)nccc32)C(O)C1O (stereo unspecified)	1.7	1.4	12.4	1.8	-0.1	3.0	0.7	-0.6	-0.2	3.7
CCCc1nnc(SCC(=O)O)n1/N=C/c1ccc2c(c1)OCO2	-0.5	1.8	12.0	1.4	-2.5	6.2	-2.8	1.8	-0.2	11.4
COc1cc(C(=O)NCc2ccc3c(c2)OCO3)ccc1OCc1c(C)noc1C	-1.8	-0.4	-4.8	-1.5	1.7	-4.3	-0.3	-6.1	-6.2	-5.6
CC1CCC(N2CC(=O)N(Cc3ccc4c(c3)OCO4)C(c3ccc(F)cc3)C2=O)CC1 (stereo unspecified)	-2.2	2.1	-4.9	-8.6	2.0	2.1	-1.5	1.5	-2.3	-4.5
COc1cccc(CNC(=O)[C@@H]2CCCN2C(=O)[C@H]2CCCCN2C(=O)c2cccc(OC)c2)c1	-4.9	-1.0	0.0	10.2	-3.4	-11.4	1.0	/	-2.6	13.2
Cc1c(C(=O)Nc2ccc(F)c(F)c2)oc2ccc(S(=O)(=O)N3CCCCC3)cc12	-3.4	2.0	-13.1	2.9	/	-6.5	0.3	-5.9	-1.6	-10.0
OC(CCCCN1CCCCC1)c1ccccc1 (stereo unspecified)	2.2	-2.5	-3.2	-6.4	5.1	5.6	-1.5	1.4	-1.6	-0.1
CCOc1ccccc1OCCOCCN1CCN(Cc2ccccc2)CC1	6.4	-1.3	2.4	18.3	-0.1	6.3	0.6	1.2	-2.1	10.5
Cc1sc2nc(CN3CCN(c4ccc(O)cc4)CC3)[nH]c(=O)c2c1C	2.9	8.0	8.1	25.6	-0.8	9.7	2.0	20.6	10.1	8.3
COc1ccc(CCNC(=O)C(=O)NCC2OCCN2S(=O)(=O)c2ccc(OC)c(C)c2)cc1 (stereo unspecified)	-3.3	-1.1	-2.5	-3.4	-3.7	-1.7	0.9	-8.1	2.1	6.5
COc1ccc(OC)c(-c2csc(NC(=O)Cc3ccc(F)cc3)n2)c1	4.3	-1.3	-7.3	-16.2	4.8	3.1	-1.1	-46.6	0.4	-2.1
O=C(c1ccc(Cl)c(Cl)c1)N1CCC(=O)N(C(CO)Cc2ccccc2)CC1 (stereo unspecified)	2.1	1.7	4.3	8.6	-2.1	2.6	0.0	0.6	2.4	-3.6
CC(C)(C)c1ccc(-c2n[nH]c(=S)n2C2CCCC2)cc1	-2.0	8.1	-0.5	-16.6	0.8	7.3	0.0	-19.9	-1.4	-6.6
O=C1CCCC/C=C\C[C@H](CC(=O)N(CCO)Cc2ccccc2)C(=O)N[C@@H](Cc2ccccc2)CO1	0.7	-1.9	0.4	-3.7	-1.2	6.5	-0.6	-5.3	-10.2	2.4
Clc1nc(CN2CCOCC2)nc2sc3c(c12)CCC3	-5.5	6.3	-1.0	0.9	1.5	-6.6	2.6	10.3	-4.1	-1.9
O=C(Nc1ccc(Cl)cc1)OCCn1nnnc1C(c1ccccc1Cl)N1CCOCC1 (stereo unspecified)	0.3	-2.2	4.3	-5.0	1.7	1.5	0.4	-15.5	-0.6	-8.2
CCOC(=O)C1CCCN(c2c(C(=O)c3ccccc3)cnc3ccccc23)C1 (stereo unspecified)	2.3	-0.4	-0.1	3.6	1.4	-3.9	-2.2	-9.8	-10.5	1.8
CCOC(=O)C1=C(c2ccccc2)NC(N)=NC1c1ccc(OCc2ccc(C(=O)OC)cc2)cc1 (stereo unspecified)	2.5	-1.3	6.4	5.1	-0.7	10.0	-2.1	-23.9	24.3	-13.4
Cn1c(N)c(C(=O)/C=C/c2ccccc2)c(=O)[nH]c1=O	0.6	-5.7	-4.0	0.7	1.2	2.2	-0.3	0.1	8.5	-3.6
Cc1ccc(S(=O)(=O)N2CCCC(C(=O)N(Cc3cccs3)C3CC3)C2)cc1 (stereo unspecified)	1.4	-0.2	-2.6	3.1	1.9	-0.4	1.7	-3.7	-7.2	-3.4
O=c1c2cc3c(nc2[nH]c(=S)n1-c1ccccc1)CCCC3	-6.2	2.5	-1.5	0.1	22.0	0.6	22.5*	-0.4	-0.3	-10.2
CN(CCOC(=O)/C=C/c1ccco1)Cc1ccccc1	23.0*	13.4	-4.8	17.1	4.9	-4.6	0.7	-0.3	6.0	0.5
CC1=C(C(=O)Nc2cccc([N+](=O)[O-])c2)C2(CCC(C)CC2)OC1=O (stereo unspecified)	5.4	-5.0	4.7	-16.1	1.8	2.7	-2.8	-8.1	1.3	-5.9
c1cnc(Nc2nc(-c3ccc4ccccc4c3)cs2)nc1	-3.6	2.4	-0.8	-2.2	2.0	-1.2	0.9	2.8	0.9	-5.3
S=C1NCCc2ccc(Cl)cc2C1c1ccccc1Cl (stereo unspecified)	0.6	-0.2	-1.6	2.2	8.2	-3.1	0.9	-20.6	-0.4	4.1
CCOC(=O)C1=NOC(C(C)=O)(C(=O)Nc2cc(C)cc(C)c2)C1 (stereo unspecified)	-1.5	1.0	0.8	4.2	3.6	/	/	/	1.1	4.5
COc1ccccc1NC(=O)Cc1noc(CSc2nnc(N)s2)n1	-1.9	-4.1	-2.2	-1.8	-2.2	-7.8	-0.3	-2.4	6.0	-3.9
CCOC(=O)CC[C@@H]1CC[C@]2(CCCN(C(=O)C(C)(C)C)C2)O1	2.2	-3.8	-3.4	4.3	0.2	/	/	/	-0.8	-0.3
COc1ccc(-c2ccc3c(c2)[C@@H]2C[C@H](N(C)C(=O)Nc4ccccc4)[C@H]([C@H](C)O)C(=O)N2CC3)cc1	5.4	-3.5	-6.4	-7.1	4.5	2.1	1.2	-22.1	7.2	-5.0
O=C(CCc1nc2ccccc2c(=O)[nH]1)N1CCN(S(=O)(=O)c2ccc(Cl)c(C(F)(F)F)c2)CC1	0.0	-2.0	-0.1	-0.6	0.0	-3.6	-0.8	-5.3	2.2	-0.5
O=C(NNc1cccc(Cl)c1)c1cccnc1Cl	0.9	-2.6	1.3	-0.8	-8.0	3.2	-2.8	-1.4	-0.6	2.3
O=c1o[nH]c(-c2ccccc2)c1C=Nc1ccc(Cl)cc1	-0.3	-0.7	-1.6	1.6	2.5	-3.5	-0.9	-0.4	4.9	6.3
Cc1ccc2nc(N/C(N)=N/S(=O)(=O)c3ccc([N+](=O)[O-])cc3)nc(C)c2c1	0.3	-4.4	-0.5	2.3	6.5	0.8	0.1	8.1	11.4	2.5
COc1ccc(C2=CC(=O)C[C@H](c3ccc(OC)c(OC)c3)C2)cn1	-1.0	-0.3	6.1	-2.5	-0.3	3.4	-2.9	0.5	-4.9	-1.0
O=C(CSc1nc2ccccc2s1)NC1CCS(=O)(=O)C1 (stereo unspecified)	-4.0	17.0	-0.4	-3.1	-2.2	-2.5	-0.6	2.5	1.5	6.9
Cc1cc(=O)[nH]c(SC(C(=O)O)c2ccccc2)n1 (stereo unspecified)	4.1	6.5	4.4	-2.0	0.6	-0.8	0.0	7.7	0.9	-3.3
O=S1(=O)N[C@H](Cc2ccccc2)COc2cccc(N3CCCCC3)c21	38.6*	3.5	4.4	-0.7	2.0	-8.1	-0.3	/	-0.6	3.4
Cc1ccc(CS(=O)(=O)CCC(=O)N2CCOCC2)cc1	1.5	-4.6	7.0	-2.7	-0.6	-2.1	0.1	-2.9	-1.8	-11.4
c1ccc(-n2ncc3cccnc32)cc1	0.7	-6.6	3.5	1.9	-1.0	-5.2	-2.4	2.0	0.0	-10.4
CCOC(=O)C1CCc2c(ccc3ccccc23)N1CCC#N (stereo unspecified)	-4.6	3.2	4.2	6.5	7.2	-4.0	-1.5	2.6	-0.2	-8.3
CCCC(=O)N1CCCC(c2cc(C(=O)Nc3ccc4c(c3)OCO4)no2)C1 (stereo unspecified)	0.9	-1.6	-0.6	5.2	-5.8	2.5	2.5	/	0.9	3.3
COc1ccc(/C=C/C(=O)c2ccccc2)c(OC)c1	1.3	-1.6	1.8	15.4	-3.7	-6.4	-3.6	-6.6	1.7	-3.3

# Arranged by SMILES length (falling): some entries from above.
structure	LEDGF integ inh	PRMT1 FP inh	SIAE primary	mABHD4 FP	Rev-erbA mod	TCR-CD3 inh	PG9 binder	HTRA1 inh	rCAG RNA binder	TDP2 absorb
CCOC(=O)CC[C@@H]1CC[C@]2(CCCN(C(=O)C(C)(C)C)C2)O1	2.2	-3.8	-3.4	4.3	0.2	/	/	/	-0.8	-0.3
COc1ccc(C2=CC(=O)C[C@H](c3ccc(OC)c(OC)c3)C2)cn1	-1.0	-0.3	6.1	-2.5	-0.3	3.4	-2.9	0.5	-4.9	-1.0
O=S1(=O)N[C@H](Cc2ccccc2)COc2cccc(N3CCCCC3)c21	38.6*	3.5	4.4	-0.7	2.0	-8.1	-0.3	/	-0.6	3.4
O=c1c2cc3c(nc2[nH]c(=S)n1-c1ccccc1)CCCC3	-6.2	2.5	-1.5	0.1	22.0	0.6	22.5*	-0.4	-0.3	-10.2
COc1ccccc1NC(=O)Cc1noc(CSc2nnc(N)s2)n1	-1.9	-4.1	-2.2	-1.8	-2.2	-7.8	-0.3	-2.4	6.0	-3.9
O=C(CSc1nc2ccccc2s1)NC1CCS(=O)(=O)C1 (stereo unspecified)	-4.0	17.0	-0.4	-3.1	-2.2	-2.5	-0.6	2.5	1.5	6.9
COc1ccc(/C=C/C(=O)c2ccccc2)c(OC)c1	1.3	-1.6	1.8	15.4	-3.7	-6.4	-3.6	-6.6	1.7	-3.3
O=C(NNc1cccc(Cl)c1)c1cccnc1Cl	0.9	-2.6	1.3	-0.8	-8.0	3.2	-2.8	-1.4	-0.6	2.3

# From PubChem

# This is a subset (hit frequency here may not be typical).
